Source: PubChem
D2 antag: antagonizes the human D2 dopamine receptor. 340,000 compounds, 2% hits. HEK293 TREx D2 cells, calcium flux, dopamine EC80. P14416. inhibition, % at 10 µM; in the data active means inhibition above about 30%; further: 0% is about no effect
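Tetracycline-induced HEK293 T-REx cells expressing D2 force-coupled to calcium signalling were dye-loaded, exposed to compound for 180 s, then challenged with an EC80 of dopamine; calcium flux was followed kinetically for a further 180 s.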
D1 PAM: human D1 dopamine receptor positive modulation; potentiation, % at 10 µM; HEK293 TREx D1 cells, calcium flux, dopamine EC20 potentiation; 360,000 compounds, 0.036% hits; in the data active means potentiation above about 30%; further: 0% is about no effect
Target sequence (P21728 whole entry, looked up): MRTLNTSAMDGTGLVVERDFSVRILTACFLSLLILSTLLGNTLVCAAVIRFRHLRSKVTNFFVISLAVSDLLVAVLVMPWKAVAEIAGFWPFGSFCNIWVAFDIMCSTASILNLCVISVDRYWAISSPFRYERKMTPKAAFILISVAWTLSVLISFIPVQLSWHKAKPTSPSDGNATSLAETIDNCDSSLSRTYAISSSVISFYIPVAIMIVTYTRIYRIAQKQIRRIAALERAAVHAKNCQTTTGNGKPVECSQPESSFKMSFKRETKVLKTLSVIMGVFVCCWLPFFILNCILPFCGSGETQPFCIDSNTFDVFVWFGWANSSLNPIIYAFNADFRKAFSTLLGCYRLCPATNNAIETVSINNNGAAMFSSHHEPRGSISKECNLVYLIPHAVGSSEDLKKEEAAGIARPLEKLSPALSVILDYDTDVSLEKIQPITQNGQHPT
TRHR PAM: TRH receptor (human) allosteric enhancement; enhancement, % at 2 µM; TRHR cells, fluo-8 calcium fluorescence, EC20 TRH enhancement; 360,000 compounds, 0.66% hits; P34981; in the data active means enhancement above about 30%; further: 0% is about no effect
Target sequence (P34981 whole entry, looked up): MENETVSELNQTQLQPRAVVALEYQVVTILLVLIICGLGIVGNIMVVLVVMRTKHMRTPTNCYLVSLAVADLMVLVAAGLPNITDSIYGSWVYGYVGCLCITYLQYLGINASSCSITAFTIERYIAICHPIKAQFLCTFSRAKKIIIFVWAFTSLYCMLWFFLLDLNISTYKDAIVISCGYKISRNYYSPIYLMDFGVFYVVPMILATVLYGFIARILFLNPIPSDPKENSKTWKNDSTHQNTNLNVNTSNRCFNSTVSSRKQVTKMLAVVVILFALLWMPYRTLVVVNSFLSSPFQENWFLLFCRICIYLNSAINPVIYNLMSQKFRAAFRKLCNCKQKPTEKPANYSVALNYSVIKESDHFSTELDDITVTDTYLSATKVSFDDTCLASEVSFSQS
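Enhancer read-out: after compound pinning and an initial kinetic agonist-mode read, an EC20 of TRH (10 nM final) was injected and fluo-8 calcium signal (Ex 480/Em 530) followed at 1 s/cycle for 100 cycles in TRHR-expressing cells.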
D1 antag: blocks dopamine activation of the human D1 receptor. 360,000 compounds, 3.2% hits. AID 504652. HEK293 TREx D1 cells, calcium flux, dopamine EC80; hits give low values. activity change, negative = inhibition, % at 10 µM. P21728; in the data active means activity change below about -30%; further: on the % scale 0 is the no-effect control and ±100 the full control effect
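Antagonism measured as reduced calcium response to an EC80 dopamine addition following 180 s compound pre-read; cells were inducible HEK293 Trex D1 plated overnight at 30 C, read kinetically at 1 cycle/sec.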
RXFP1 ag: RXFP1 (human) receptor agonism; AID 2676; 370,000 compounds, 0.3% hits; Potency, µM (series often up to 57.5 µM), for inactives: at the top dose activation, usual class: activators; Q9HBX9; HEK293T-RXFP1 cAMP TR-FRET, 30 min; response scale: percent of porcine relaxin response, buffer zero; active means well fitted activation curve with a large enough effect; inconclusive means small, poorly fitted or top-dose-only effect; further: potency means the concentration at half of the fitted maximal effect; on the % scale 0 is the no-effect control and ±100 the full control effect; nearly all actives have a fitted effect of over 60% in size; many of its hits are not listed in these tables
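HEK293 cells stably expressing RXFP1, treated 30 min at 37C with compounds plus PDE4 inhibitor Ro 20174; cAMP measured by HTRF TR-FRET. Normalized to buffer and 29 nM porcine relaxin; EC50 by Hill fit.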
D2 agonist: D2 dopamine receptor (human) agonism. activation, % at 2 µM. 340,000 compounds, 0.53% hits. HEK293 T-REx D2 cells, calcium flux agonist mode;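 active means activation over 3 SD above normal in the single-dose calcium agonist read, cut at about 30% in these data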; further: 0% is about no effect
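Tetracycline-induced HEK293 T-REx cells with force-coupled D2 receptor, plated overnight at 30 C, loaded with no-wash calcium dye. After a 10 s baseline, compound was pin-added and calcium flux read kinetically for 180 s; calcium rises flagged agonists.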
RXFP1 antag: antagonists of human relaxin receptor RXFP1 | activity change, negative = inhibition, % at 57.5 µM | HEK293-RXFP1, relaxin-stimulated cAMP HTRF, 30 min; hits give low values | 350,000 compounds, 0.59% hits | Q9HBX9 | AID 1259400;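 active means activity change of -60% or lower, but not beyond a set lower limit; inconclusive means change between -60% and -40%, or beyond the set limit; inactive means change above -40%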; further: on the % scale 0 is the no-effect control and ±100 the full control effect
D2 PAM: positive allosteric modulators of human D2 dopamine receptor | P14416 | HEK293 T-REx D2, calcium flux, EC20 dopamine potentiation | potentiation, % at 10 µM | 340,000 compounds, 0.34% hits | AID 485347;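 active means potentiation over 3 SD above the plate norm, cut at about 30% in these data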; further: 0% is about no effect
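Using a no-wash calcium dye in inducible, force-coupled HEK293 Trex cells expressing D2, we tracked fluorescence each second for 180 s after compound, then for 180 s after EC20 dopamine to detect augmented signalling.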
D1 agonist: activates the human D1 dopamine receptor | P21728 | HEK293 T-REx D1 cells, calcium flux, agonist mode | activation, % at 2 µM | 360,000 compounds, 1% hits; in the data active means activation above about 30%; further: 0% is about no effect
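Tetracycline-induced HEK293 TREx D1 cells, force-coupled to calcium signalling, were dye-loaded with a no-wash calcium kit. Compound was pin-added after a 10 s baseline. Fluorescence was read kinetically at 1 cycle/s for 180 s, with calcium rises flagged as agonism.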
* = called active by the depositor. These rows are one share of the data; count on the stated rates, not on these rows.

Results for CC1(C(=O)NC2CCCCC2)CCC(=O)N1Cc1cccs1 (configuration not stated) ?
D2 antag: 18.4; D1 PAM: -2.5; TRHR PAM: -2.8; D1 antag: 6.7; RXFP1 ag: 0.3%; D2 agonist: 0.9; D2 PAM: -2.3; D1 agonist: -1.7

What do the screens show for `O=C(Nc1ccccc1C(=O)OCc1cc(=O)n2nc(C3CC3)sc2n1)c1cccc(Cl)c1`?
D1 PAM: 1.6; TRHR PAM: -1.2; D1 antag: 6.4; RXFP1 ag: 5.4%; D2 agonist: 1.7; RXFP1 antag: -7.2; D2 PAM: -0.2; D1 agonist: -0.6

Results for Cc1ccc(NC(=S)Nc2ccccn2)c(C)c1 ?
D1 PAM: -3.5; TRHR PAM: -2.8; D1 antag: 1.2; RXFP1 ag: 5.7%; RXFP1 antag: 12.4; D1 agonist: 5.2

Results for COc1cccc(/C=N/NC(=O)Cn2cnc3c2c(=O)n(C)c(=O)n3C)c1 ?
D2 antag: 6.7; D1 PAM: -0.8; TRHR PAM: 5.6; D1 antag: 3.7; RXFP1 ag: inconclusive; D2 agonist: 0.0; RXFP1 antag: -9.3; D2 PAM: -2.7; D1 agonist: 2.8

Results for O=S(=O)(c1ccccc1)c1nc(-c2cccs2)oc1SCc1ccccc1F ?
D1 PAM: 0.1; TRHR PAM: -0.1; D1 antag: -7.7; RXFP1 ag: 2.7%; D2 agonist: 2.9; RXFP1 antag: -19.2; D2 PAM: 0.0; D1 agonist: 13.7

How did COCC(=O)Nc1nnc(Cc2ccc(OC)cc2)s1 do in these assays?
D2 antag: 9.8; D1 PAM: 4.2; TRHR PAM: -0.5; D1 antag: -4.7; RXFP1 ag: -1.5%; D2 agonist: -0.1; RXFP1 antag: -3.3; D2 PAM: -2.5; D1 agonist: -2.0

How did Cc1c(C(=O)N(C)c2ccccc2)oc2c1C(O)CC(C)(C)C2 (configuration not stated) do in these assays?
D2 antag: -1.6; D1 PAM: -5.4; TRHR PAM: -10.7; D1 antag: -1.0; RXFP1 ag: 3.7%; D2 agonist: 0.8; RXFP1 antag: -3.4; D2 PAM: -2.7; D1 agonist: 0.6

What do the screens show for `COc1ccc(C(=O)NCc2nc(-c3cccc(C)c3)no2)cc1OC`?
D1 PAM: -0.1; TRHR PAM: -1.7; D1 antag: -8.0; RXFP1 ag: -1.6%; D2 agonist: -0.4; RXFP1 antag: 6.2; D2 PAM: 8.0; D1 agonist: 8.5

Results for COc1cc(/C=C/C(=O)Nc2nc3ccc(S(=O)(=O)NC(C)C)cc3s2)cc(OC)c1OC ?
D2 antag: 5.6; D1 PAM: 5.9; TRHR PAM: -1.5; D1 antag: -2.6; RXFP1 ag: 3.1%; D2 agonist: 1.3; RXFP1 antag: -12.2; D2 PAM: -3.4; D1 agonist: 0.7

How did O=C(C(=O)N1CCN(c2ccc(F)cc2)CC1)N1CCCCC1 do in these assays?
D2 antag: -1.3; D1 PAM: -3.9; TRHR PAM: 1.2; D1 antag: -6.1; RXFP1 ag: 2.5%; D2 agonist: -0.8; RXFP1 antag: -2.1; D2 PAM: 1.8; D1 agonist: 1.3

How did COc1ccc(S(=O)(=O)Nc2ccc(N3CCOCC3)cc2)cc1Br do in these assays?
D2 antag: 30.5*; D1 PAM: -2.0; TRHR PAM: -1.8; RXFP1 ag: -0.1%; D2 agonist: 0.0; RXFP1 antag: 3.6; D2 PAM: 5.3; D1 agonist: 6.7

How did CCn1cc(C(=O)NCCCN2CCC(C)CC2)c(=O)c2cc(S(=O)(=O)N3CCOCC3)ccc21 do in these assays?
D2 antag: 4.7; D1 PAM: -5.2; TRHR PAM: -0.7; D1 antag: 7.5; RXFP1 ag: -0.1%; D2 agonist: 0.7; RXFP1 antag: 10.0; D2 PAM: -13.6; D1 agonist: 4.4

What do the screens show for `CCNC(=O)COc1cccc(C(=O)NCc2ccccc2)c1`?
D2 antag: -5.7; D1 PAM: 2.5; TRHR PAM: 1.1; D1 antag: -6.0; RXFP1 ag: -0.7%; D2 agonist: 0.1; RXFP1 antag: -4.1; D2 PAM: 9.5; D1 agonist: 2.1

What do the screens show for `CCCCCOC(=O)c1[nH]c2c(c1C)C(=O)C(C(=O)OC)C(C)C2` (configuration not stated)?
D2 antag: 0.2; D1 PAM: -0.7; TRHR PAM: -6.9; D1 antag: -5.7; RXFP1 ag: -0.5%; D2 agonist: -2.0; RXFP1 antag: -20.3; D2 PAM: -0.1; D1 agonist: 0.9

How did C=CCC(C(=O)NC(C)c1ccccc1)C(=O)NC(C)c1ccccc1 (configuration not stated) do in these assays?
D2 antag: -5.7; D1 PAM: 6.7; TRHR PAM: 12.3; D1 antag: -17.9; RXFP1 ag: -1.2%; D2 agonist: -1.6; RXFP1 antag: -4.0; D2 PAM: 2.0; D1 agonist: 32.4*

Three records drawn at random from the list so far, as already listed:
How did O=C(C(=O)N1CCN(c2ccc(F)cc2)CC1)N1CCCCC1 do in these assays?
D2 antag: -1.3; D1 PAM: -3.9; TRHR PAM: 1.2; D1 antag: -6.1; RXFP1 ag: 2.5%; D2 agonist: -0.8; RXFP1 antag: -2.1; D2 PAM: 1.8; D1 agonist: 1.3

Results for CC1(C(=O)NC2CCCCC2)CCC(=O)N1Cc1cccs1 (configuration not stated) ?
D2 antag: 18.4; D1 PAM: -2.5; TRHR PAM: -2.8; D1 antag: 6.7; RXFP1 ag: 0.3%; D2 agonist: 0.9; D2 PAM: -2.3; D1 agonist: -1.7

Results for Cc1ccc(NC(=S)Nc2ccccn2)c(C)c1 ?
D1 PAM: -3.5; TRHR PAM: -2.8; D1 antag: 1.2; RXFP1 ag: 5.7%; RXFP1 antag: 12.4; D1 agonist: 5.2

Additional entries.
Results for Cc1ccccc1C(=O)N1CCC(C(=O)Oc2ccc(C#N)cc2)CC1 ?
D2 antag: 15.6; D1 PAM: -5.3; TRHR PAM: -6.1; D1 antag: 11.0; RXFP1 ag: -1.2%; D2 agonist: 0.6; RXFP1 antag: -3.4; D2 PAM: -13.3; D1 agonist: 9.7

What do the screens show for `O=C(Nc1ccncc1)c1ccc2c(c1)S(=O)(=O)c1ccccc1C2=O`?
D2 antag: -13.8; D1 PAM: -0.5; TRHR PAM: -0.4; D1 antag: -6.1; RXFP1 ag: 0.3%; D2 agonist: 1.2; D2 PAM: -5.0; D1 agonist: 7.0

Results for O=C(CCNS(=O)(=O)c1cccc2nsnc12)N1CCN(c2ccccn2)CC1 ?
D2 antag: -13.0; D1 PAM: -5.2; TRHR PAM: 16.7; D1 antag: -0.9; RXFP1 ag: -0.3%; D2 agonist: -1.9; D2 PAM: 12.3; D1 agonist: 1.5

Results for CCCCC1=CC2=CC(=O)C(C)(OC(=O)CC)C(=O)C2=CN1CCN1CCOCC1 (configuration not stated) ?
D2 antag: -0.9; D1 PAM: -0.3; TRHR PAM: 2.2; D1 antag: -0.9; RXFP1 ag: 0.2%; D2 agonist: -0.5; D2 PAM: -3.0; D1 agonist: 1.7

What do the screens show for `C[C@@H](C(=O)NCC1CC1)[C@H]1C[C@]1(C)[C@H](NC(=O)OCc1ccccc1)c1ccccc1`?
D2 antag: -13.8; D1 PAM: 1.9; TRHR PAM: -9.5; D1 antag: -22.9; RXFP1 ag: 2.0%; D2 agonist: -1.4; D2 PAM: -0.9; D1 agonist: 1.1

Results for Cc1ccc(S(=O)(=O)N2CCOCC2)cc1C(=O)OCC(=O)N(Cc1ccccc1)C(C)C ?
D2 antag: -33.9; D1 PAM: -6.0; TRHR PAM: -8.9; D1 antag: -7.3; RXFP1 ag: 1.1%; D2 agonist: 0.9; RXFP1 antag: -3.0; D2 PAM: -2.4; D1 agonist: 6.9

What do the screens show for `CCCN(CC(=O)Nc1ccccc1C)C(=O)C1CCN(C(=O)Nc2ccccc2)CC1`?
D2 antag: 8.9; D1 PAM: 0.9; TRHR PAM: -3.7; D1 antag: 15.0; RXFP1 ag: 0.1%; D2 agonist: 0.2; RXFP1 antag: -8.0; D2 PAM: -8.4; D1 agonist: -0.3

What do the screens show for `COC(=O)C1(C(C[N+](=O)[O-])c2ccc(C)cc2)C(=O)NCC1c1ccco1` (configuration not stated)?
D2 antag: -5.9; D1 PAM: 7.5; TRHR PAM: 1.3; D1 antag: 3.1; RXFP1 ag: 0.4%; D2 agonist: -0.4; RXFP1 antag: -7.6; D2 PAM: -11.4; D1 agonist: 0.7

How did Cc1cc(NS(=O)(=O)c2ccc(NC(=O)c3ccc(Br)o3)cc2)nc(C)n1 do in these assays?
D2 antag: 3.8; D1 PAM: -2.2; TRHR PAM: 4.4; D1 antag: 28.6; RXFP1 ag: 0.9%; D2 agonist: 0.4; RXFP1 antag: -9.3; D2 PAM: 17.9; D1 agonist: -1.2

What do the screens show for `COC(=O)c1cc(CNC(=O)CCCSc2ccccc2)ccc1OC`?
D2 antag: -9.7; D1 PAM: -5.0; TRHR PAM: 2.1; D1 antag: -13.4; RXFP1 ag: 3.5%; D2 agonist: 1.7; RXFP1 antag: -13.6; D2 PAM: -10.8; D1 agonist: 2.6

Results for Cn1nc(C(F)(F)F)c(C(=O)Nc2ccc(C(F)(F)F)cc2)c1Cl ?
D2 antag: -6.5; D1 PAM: -3.5; TRHR PAM: -7.2; D1 antag: -28.4; RXFP1 ag: -3.4%; D2 agonist: 0.5; RXFP1 antag: -1.7; D2 PAM: -6.3; D1 agonist: 1.5

What do the screens show for `CC(C)C(=O)NCCCc1ccccc1`?
D2 antag: -10.1; D1 PAM: -2.8; TRHR PAM: 0.6; D1 antag: 0.5; RXFP1 ag: 2.5%; D2 agonist: -0.1; RXFP1 antag: 2.1; D2 PAM: -2.7; D1 agonist: 2.2

Results for Cc1ccc(-c2nc(CS(=O)(=O)CC(=O)N3CCN(C)CC3)c(C)o2)cc1 ?
D2 antag: 3.0; D1 PAM: -3.2; TRHR PAM: 7.3; D1 antag: -12.4; RXFP1 ag: -0.1%; D2 agonist: 0.2; RXFP1 antag: 2.8; D2 PAM: -3.5; D1 agonist: -0.3

Results for CCN(CC)CCCNC(=O)/C(=C\c1cccn1C)NC(=O)c1cccs1 ?
D2 antag: 24.7; D1 PAM: -2.5; TRHR PAM: 2.1; D1 antag: 2.2; RXFP1 ag: 3.5%; D2 agonist: -1.4; RXFP1 antag: -4.8; D2 PAM: 9.2; D1 agonist: 2.8

Results for CCOc1ccccc1NC(=O)c1cc(S(=O)(=O)N2CCC3(CC2)OCCO3)ccc1F ?
D2 antag: -1.9; D1 PAM: -4.7; TRHR PAM: 1.0; D1 antag: 4.3; RXFP1 ag: 0.1%; D2 agonist: -0.3; RXFP1 antag: -6.9; D2 PAM: -2.7; D1 agonist: 3.8
